# Source: PubChem BioAssay
# K1F lysis inhibition = inhibition of K1F phage lysis, E. coli UTI89, bacterial capsule biogenesis inhibitors, alamar blue (AID 488966); E. coli UTI89 K1F phage lysis, alamar blue, 2 h; higher % means a stronger effect; inhibition, % at 100 µM, or IC50 in µM where a hit was titrated; 340,000 tested, 0.02% active;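 active = phage lysis inhibition, versus mean bacterial control, above a set limit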;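 note: capsule biogenesis inhibitors block K1F phage lysis so surviving cells raise fluorescence; higher fluorescence means more inhibition of phage lysis; actives were called in the ten point dose series up to 300 µM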
# Dengue-2 NS5 capping = Dengue-2 NS5 methyltransferase inhibitors, primary screen, biochemical, confirmation dose response (AID 588689); Genome polyprotein (Dengue virus type 2 (strain 16681-PDK53)); Dengue-2 NS5 methyltransferase capping enzyme assay, biochemical; higher % means a stronger effect; inhibition, % at 25 µM; hits with a dose series show IC50 in µM; 340,000 tested, 0.3% active; in the data active = a potency from the dose series
# NTR1 agonist = agonists of NTR1, primary screen, imaging, U2OS cells, beta-arrestin-GFP, high content (AID 493036). Neurotensin receptor type 1 (Homo sapiens), P30989. 330,000 tested, 0.17% active. activation, % at 20 µM. NTR1-U2OS beta-arrestin-GFP spot imaging, agonist mode;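 active = activation at or above 40% of the spot to cytoplasm intensity ratio, with at least 20 cells analyzed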;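 note: 0% = DMSO without peptide and 100% = 100 nM NTR1 peptide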
# Target sequence (P30989 whole entry, looked up): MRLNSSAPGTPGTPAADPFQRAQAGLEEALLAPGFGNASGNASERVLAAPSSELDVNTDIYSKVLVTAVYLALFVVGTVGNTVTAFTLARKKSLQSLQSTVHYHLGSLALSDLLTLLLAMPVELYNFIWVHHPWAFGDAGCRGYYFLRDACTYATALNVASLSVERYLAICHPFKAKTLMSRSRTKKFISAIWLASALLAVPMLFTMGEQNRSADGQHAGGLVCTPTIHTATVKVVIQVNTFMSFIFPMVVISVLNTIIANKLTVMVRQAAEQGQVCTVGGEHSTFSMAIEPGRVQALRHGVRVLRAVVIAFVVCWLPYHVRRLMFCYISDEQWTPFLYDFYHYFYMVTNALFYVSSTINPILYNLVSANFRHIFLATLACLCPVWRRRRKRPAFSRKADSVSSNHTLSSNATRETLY
# NTR1 agonist cell count 20 µM = further read-out of NTR1 agonist, marked with its call; cell count; measured here: cell count, cytotoxicity flag
# Dengue-2 NS5 capping pilot replicate = also measured in Dengue-2 NS5 capping; calls as there; inhibition, %; measured here: pilot screen replicate inhibition
# Numbers without * were called inactive; [ ] = dose if it differs, or a comment. Some of the compounds tested. The share of hits here may be higher or lower than overall.
# The opening 3 entries, ahead of the listing:
SMILES,K1F lysis inhibition,Dengue-2 NS5 capping,NTR1 agonist,NTR1 agonist cell count 20 µM,others
NCCNC(=O)Cc1ccc(NC(=O)Cc2ccc(Nc3ncnc4c3ncn4[C@@H]3O[C@H](CO)[C@@H](O)[C@H]3O)cc2)cc1,3.6%,3.7%,3.4,83,
COc1ccc(/C=C/C(=O)Oc2ccc(C=O)cc2OC)cc1,0.3%,-3.9%,1.1,53,
CN(C(=O)COC(=O)C1CSC2(C)CCC(=O)N12)c1ccccc1 (configuration not stated),0.8%[50 µM],4.4%,0.3,48,

# Results, previewed entries included:
SMILES,K1F lysis inhibition,Dengue-2 NS5 capping,NTR1 agonist,NTR1 agonist cell count 20 µM,others
NCCNC(=O)Cc1ccc(NC(=O)Cc2ccc(Nc3ncnc4c3ncn4[C@@H]3O[C@H](CO)[C@@H](O)[C@H]3O)cc2)cc1,3.6%,3.7%,3.4,83,
COc1ccc(/C=C/C(=O)Oc2ccc(C=O)cc2OC)cc1,0.3%,-3.9%,1.1,53,
CN(C(=O)COC(=O)C1CSC2(C)CCC(=O)N12)c1ccccc1 (configuration not stated),0.8%[50 µM],4.4%,0.3,48,
O=C(CNC(=O)c1cccc(F)c1)OCCOc1cccc(Cl)c1,1.3%[50 µM],4.3%,-0.9,59,
CCOc1ncccc1C(=O)Nc1ccccc1N1CCOCC1,-4.4%,-6.2%,0.8,54,
CC[C@]12c3[nH]c4cc(-c5ccco5)ccc4c3CCN1C(=O)[C@@H](CC(=O)NCCCn1ccnc1)C[C@@H]2C(=O)N1CCN(C(=O)c2ccco2)CC1,0.2%,-8.3%,0.4,33,Dengue-2 NS5 capping pilot replicate=-5.1
CCc1cccc(NC(=O)COC(=O)C2CCN(c3ccc(C(F)(F)F)cn3)CC2)c1,-0.6%[50 µM],0.0%,0.7,79,
CCCn1c(N)c(C(=O)COC(=O)CNC(=O)c2ccc(C)c(C)c2)c(=O)n(C)c1=O,0.8%[50 µM],-1.5%,0.9,54,
Cc1cc(C)c(OCC(=O)OCC(=O)N(C)C2CCS(=O)(=O)C2)c(C)c1 (configuration not stated),1.1%[50 µM],2.2%,-0.7,43,
Cc1ccc(S(=O)(=O)N2CCOCC2)cc1C(=O)Nc1cc(Cl)ccc1N1CCOCC1,0.1%[50 µM],-6.5%,0.7,71,
C=Cc1ccc(C2=CC(=O)C[C@H](c3ccc(OC)cc3)C2)cc1,3.0%,-0.8%,7.4,43,
Cc1ccc(S(=O)(=O)N2CCC(C(=O)NNC(=O)c3ccccc3O)CC2)cc1,1.7%[50 µM],1.4%,-0.1,66,
CCN(CC(=O)NCc1cccs1)C(=O)c1cccc(S(=O)(=O)N(C)C)c1,0.6%,1.6%,3.3,65,
O=C(COC(=O)/C=C/c1cccs1)Nc1ccc(Cl)cc1F,-1.7%,1.6%,-0.6,59,
CCOc1ccc(-c2ccc3nnc(SCC(=O)NCC4CCCO4)n3n2)cc1 (configuration not stated),1.6%[50 µM],5.1%,-0.1,49,
CC1CC1C(=O)N(C)CC(=O)Nc1ccc(Cl)c(C(F)(F)F)c1 (configuration not stated),0.5%[50 µM],0.0%,-0.4,68,
Clc1cc(Cl)c(Cl)cc1Cl,1.7%,1.5%,-1.3,51,
CS(=O)(=O)c1ccc(Cl)c(NC(=O)CCN2C(=O)C3CC=CCC3C2=O)c1 (configuration not stated),0.7%[50 µM],-2.2%,-2.7,92,
Cc1ccccc1COC(=O)CN1C(=O)NC2(CCCC2)C1=O,1.5%[50 µM],-5.8%,0.0,66,
CCCn1nc(C(=O)OCc2nc(N)nc(Nc3ccccc3C)n2)c2ccccc2c1=O,0.2%[50 µM],0.0%,0.0,43,
Cn1c(=O)n(Cc2ccccc2)c(=O)c2c1nc1n2CCCN1C1CCCCC1,0.4%,-6.2%,15.8,48,
CCC(C)c1ccc(NC(=O)C2CC3CCC2C3)cc1 (configuration not stated),1.2%,-8.5%,0.6,58,
COc1ccccc1N1CCN(C(=O)c2ccc(-c3nc4ccccc4s3)o2)CC1,0.3%[50 µM],-3.9%,21.8,46,
O=C(Nc1ccncc1)c1ccc2ncsc2c1,123µM*,1.5%,0.0,48,
O=C(C1CC(=O)N(c2ccc3c(c2)OCCO3)C1)N1CCN(Cc2ccccc2)CC1 (configuration not stated),0.5%[50 µM],-3.0%,4.1,55,
COc1cc2c(cc1OC)-c1cc3ccc(OC)c(OC)c3c[n+]1CC2,-3.2%,-1.5%,-1.3,53,
O=C(NCc1cccc(C(F)(F)F)c1)N1CCN(C(=O)c2ccccc2)CC1,0.4%[50 µM],-3.1%,-0.4,70,
CC(C)[C@H](NC(=O)OCc1ccccc1)C(=O)OCC(=O)Nc1ccc(N2CCOCC2)cc1,0.3%[50 µM],0.7%,0.5,56,
C#CCOCCOCCOCCNc1nc(N2CCN(C(=O)C([C@@H](C)O)n3cc([C@@H](N)CCCCN)nn3)CC2)nc(N2CCN(C(=O)[C@H](CCCCN)n3cc(CN)nn3)CC2)n1 (some centres not stated),0.7%,1.6%,-0.9,62,
NC(=O)c1ccc(NC(=O)COC(=O)c2ccc3ccccc3n2)cc1,0.1%,1.2%,-0.6,54,
CC(=O)c1cccc(NC(=O)CNC(=O)c2sc3ccccc3c2Cl)c1,1.3%[50 µM],-14.5%,0.2,59,
CCOc1ccc(C(=O)CC(C(=O)O)N2CCCCC2)cc1 (configuration not stated),-0.4%[50 µM],24.6%,-0.5,66,
COC(=O)C1=C(C)NC(C)=C(C(=O)OCC(C)C)C1c1ccccc1[N+](=O)[O-] (configuration not stated),-3.1%,-7.3%,5.1,61,
O=S(=O)(NCc1ccc(F)cc1)c1cc(Br)ccc1Br,-0.6%,-8.0%,6.9,74,
CCOc1ccc(NC(=O)CN(C)C(=O)c2ccc(NC3CC3)c([N+](=O)[O-])c2)cc1OCC,1.3%[50 µM],1.4%,1.3,57,
COc1ccccc1C(=O)NCC(=O)NCCCN1CCOCC1,0.5%[50 µM],0.0%,0.9,55,
CCN(C(=O)COC(=O)c1ccc([N+](=O)[O-])o1)c1cccc2ccccc12,-1.7%[50 µM],-10.3%,0.4,59,
COCCN(C(=O)COC(=O)c1ccc(Cl)nc1)c1c(N)n(Cc2ccccc2)c(=O)[nH]c1=O,0.8%[50 µM],-10.4%,0.3,56,
CCCCn1c(N)c(N(CCOC)C(=O)c2ccc(Br)s2)c(=O)[nH]c1=O,0.5%[50 µM],-8.8%,-0.2,77,
CCc1cc(Cn2nc(-c3ccccc3)cc2C(=O)NCc2cccc(C(F)(F)F)c2)on1,-0.6%,3.1%,0.1,93,
C=C1C[C@H](O[C@@H]2O[C@H](CO)[C@@H](O)[C@H](O)[C@H]2O)[C@@H]2[C@H](OC(=O)[C@H]2C)[C@H]2[C@H](C)[C@H](O)C[C@@H]12,0.8%,-4.4%,-1.8,62,
COc1cccc(CN(C)C(=O)CSCC(=O)Nc2cc(C)on2)c1OC,0.8%[50 µM],0.7%,-0.1,66,
COc1cccc(/C=C/C(=O)OCC(=O)c2ccc(S(=O)(=O)N3CCCCC3)cc2)c1OC,-0.5%,-7.4%,1.5,51,
CCCCNc1c(-c2cccc(SC(C)CC)c2)nc2ccc(Cl)cn12 (configuration not stated),1.9%,-4.8%,-0.4,49,
CCOC(=O)[C@H]1[C@H]2COc3cc(OC)ccc3[C@@H]2N2C(=O)c3ccc(F)cc3NC(=O)[C@@]12C,0.5%,-0.7%,1.5,48,
COc1ccc(-c2nc(SCC(=O)Nc3c(F)cccc3F)n[nH]2)cc1,1.1%[50 µM],-9.5%,-0.6,38,
O=C(CSc1nnnn1-c1ccc(Cl)cc1)NC1CCS(=O)(=O)C1 (configuration not stated),0.4%[50 µM],1.5%,-0.8,62,
CC(C)(C)c1ccc(OCCCC(=O)Nc2cccc(S(=O)(=O)N3CCOCC3)c2)cc1,1.1%[50 µM],1.5%,5.5,50,
Cc1ccc(S(=O)(=O)N(C)CC(=O)N2CCCCCCC2)cc1,0.8%[50 µM],-1.4%,-0.4,55,
CCOC(=O)C1=CN(Cc2cccc(Br)c2)S(=O)(=O)N(C)C1C (configuration not stated),0.0%,-1.6%,0.7,53,Dengue-2 NS5 capping pilot replicate=1.8
CCN(CC)S(=O)(=O)c1ccc(N2CCOCC2)c(NC(=O)c2sccc2C)c1,3.5%,-0.4%,-0.3,51,
C=CCN(C(=O)C1CSC2(C)CCC(=O)N12)c1nc(-c2ccccc2)cs1 (configuration not stated),0.3%[50 µM],-5.8%,5.6,56,
COc1cc(/C=C/C(=O)OC(C)C(=O)NC2CCCCC2C)cc(Cl)c1OC (configuration not stated),1.9%[50 µM],-3.6%,-0.6,39,
CC(=O)c1cc2c(cc1NC(=O)Cn1cnc3ccccc3c1=O)OCO2,0.6%[50 µM],-10.3%,0.7,85,
COc1ccc(CNC(=O)C[C@H]2C[C@H](C(=O)N3CCOCC3)[C@@]3(CCC4CCCC4)c4[nH]c5ccc(Cl)cc5c4CCN3C2=O)cc1OC,0.3%,1.3%,15.7,41,Dengue-2 NS5 capping pilot replicate=-1.8
CCN(C(=O)Cn1nc(C)c([N+](=O)[O-])c1C)C1CCS(=O)(=O)C1 (configuration not stated),1.3%[50 µM],-2.2%,0.2,43,
O=C(Cc1ccc(Cl)cc1)NNC(=O)C(=O)NC1CCCCC1,-1.6%,1.6%,-1.7,72,
Cc1ccccc1NC(=O)Cc1nc(COC(=O)CCc2ccccc2)cs1,1.6%[50 µM],-2.6%,-2.0,59,
Cc1cc(C(=O)OCC(=O)N2CCC(c3ccccc3)=N2)ccc1[N+](=O)[O-],1.0%[50 µM],2.2%,8.0,61,
CCOc1ccccc1Nc1nnc(SCC(=O)NC2CCS(=O)(=O)C2)s1 (configuration not stated),0.7%[50 µM],-0.7%,1.4,59,

# A draw from above in order of molar mass, rising.
SMILES,K1F lysis inhibition,Dengue-2 NS5 capping,NTR1 agonist,NTR1 agonist cell count 20 µM,others
O=C(Cc1ccc(Cl)cc1)NNC(=O)C(=O)NC1CCCCC1,-1.6%,1.6%,-1.7,72,
COc1ccc(-c2nc(SCC(=O)Nc3c(F)cccc3F)n[nH]2)cc1,1.1%[50 µM],-9.5%,-0.6,38,
C=CCN(C(=O)C1CSC2(C)CCC(=O)N12)c1nc(-c2ccccc2)cs1 (configuration not stated),0.3%[50 µM],-5.8%,5.6,56,

# Continuation:
SMILES,K1F lysis inhibition,Dengue-2 NS5 capping,NTR1 agonist,NTR1 agonist cell count 20 µM,others
CC(C)C[C@H]1COCCS(=O)(=O)N1Cc1cccc(Cl)c1,0.6%,-5.5%,-0.6,86,
COC(=O)c1ccccc1NC(=S)NC(=O)COc1ccc(C)cc1,0.1%,2.1%,4.8,33,
O=C(COC(=O)CNC(=O)c1cccc(OC(F)F)c1)NNC(=O)c1ccccc1,0.1%[50 µM],-2.6%,-1.0,53,
O=C1CC(NS(=O)(=O)c2cccs2)CN1c1ccc(F)cc1 (configuration not stated),1.1%[50 µM],-5.8%,0.7,65,
CCN(C[C@H]1N[C@@](C)(C(=O)OC)[C@H]2C(=O)N(Cc3ccccc3)C(=O)[C@@H]12)S(=O)(=O)c1ccc(C)cc1,-0.1%,-6.3%,-1.4,65,Dengue-2 NS5 capping pilot replicate=2.7
CCCc1cc(-n2ccnc2C)n2c(nc3ccccc32)c1C#N,0.0%,4.0%,-0.5,50,
Cc1ccc(S(=O)(=O)N(C)C[C@@H]2Oc3c(NC(=O)C4CC4)cccc3C(=O)N([C@@H](C)CO)C[C@@H]2C)cc1,-0.1%,-5.3%,0.4,51,Dengue-2 NS5 capping pilot replicate=-4.0
Cc1ccc(S(=O)(=O)N2CCN(CC(=O)N3CCCC3)CC2)c(C)c1,0.7%[50 µM],-9.6%,-2.1,52,
COc1cccc(CN(C)C(=O)C(CCSC)NS(=O)(=O)c2ccc3c(c2)OCCO3)c1OC (configuration not stated),0.5%[50 µM],3.6%,0.6,45,
Cc1csc2nc(O)c(C(=O)NCc3ccc4c(c3)OCO4)c(=O)n12,0.4%[50 µM],-5.1%,1.6,49,
C#CCOCCOCCOCCNc1nc(N2CCN(C(=O)CCCCCCCCCCNC(=O)[C@H]([C@@H](C)CC)n3cc(CCCCCN)nn3)CC2)nc(N2CCN(C(=O)CCCCCCCCCCNC(=O)[C@@H]([C@H](C)O)n3cc(C)nn3)CC2)n1,-1.4%,1.6%,15.7,36,
COc1ccc(NC(=O)CN(C)C(=O)C(C)N2C(=O)c3ccccc3C2=O)cc1 (configuration not stated),1.6%[50 µM],7.2%,1.2,63,
O=C(NCCc1ccc(F)cc1)c1ccc(S(=O)(=O)N2CCCCC2)cc1,1.1%[50 µM],-0.7%,0.0,62,
Cc1ccccc1CSc1ccc(S(=O)(=O)N2CCCC2)cn1,2.0%,3.1%,0.9,53,
CCNS(=O)(=O)c1ccc(Br)c(C(=O)OC(C)C(=O)NCC2CCCCC2)c1 (configuration not stated),0.4%[50 µM],-6.2%,0.1,53,
O=C(COC(=O)COc1ccccc1[N+](=O)[O-])Nc1ccc2c(c1)OCO2,-1.2%,2.3%,-0.1,56,
